Screens from PubChem BioAssay.
12-LOX inh: Primary qHTS assay for inhibitors of human arachidonate 12S-lipoxygenase (ALOX12): Round 2 | Polyunsaturated fatty acid lipoxygenase ALOX12 (Homo sapiens), P18054 | purified 12hLO, xylenol orange hydroperoxide absorbance | Potency, µM (doses to about 108 µM), without a hit: top-dose activity change, negative = inhibition, usual class: inhibitors | hit rate 1.1% among 580,000; active = well fitted inhibition curve with a large enough effect; inconclusive = small, poorly fitted or top-dose-only effect, or another doubt; inactive = no such curve, though single readings can be large or run the other way
Target sequence (P18054 whole entry, looked up): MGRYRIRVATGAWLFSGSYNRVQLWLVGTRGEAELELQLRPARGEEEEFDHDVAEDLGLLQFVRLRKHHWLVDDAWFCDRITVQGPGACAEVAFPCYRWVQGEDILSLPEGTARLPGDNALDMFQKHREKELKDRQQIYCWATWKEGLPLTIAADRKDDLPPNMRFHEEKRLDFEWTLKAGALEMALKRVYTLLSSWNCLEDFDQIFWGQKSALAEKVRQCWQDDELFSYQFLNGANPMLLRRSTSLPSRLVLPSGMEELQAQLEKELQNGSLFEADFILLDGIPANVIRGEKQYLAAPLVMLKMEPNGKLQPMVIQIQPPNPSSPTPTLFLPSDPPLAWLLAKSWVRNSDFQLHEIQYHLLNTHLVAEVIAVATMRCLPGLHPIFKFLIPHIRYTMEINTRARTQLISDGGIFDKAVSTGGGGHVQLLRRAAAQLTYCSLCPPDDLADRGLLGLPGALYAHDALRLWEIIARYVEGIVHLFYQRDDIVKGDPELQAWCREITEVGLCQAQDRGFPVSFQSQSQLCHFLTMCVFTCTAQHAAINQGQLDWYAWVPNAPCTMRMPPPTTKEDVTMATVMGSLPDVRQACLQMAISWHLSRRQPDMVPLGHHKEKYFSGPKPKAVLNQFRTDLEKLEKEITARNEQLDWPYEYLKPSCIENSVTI
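Purified human 12hLO at 150 nM in 25 mM Hepes, 0.01% Triton X-100, pH 7.0, preincubated 15 min at room temperature with compound. Reaction started with 40 uM arachidonic acid, 30 min at room temperature. Hydroperoxide measured by Fe-xylenol orange, 573/405 nm absorbance ratio.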
* hit, by the source's call; ? = inconclusive; [ ] = remark or other dose. % is scaled to controls: 0 for no effect and ±100 for the full control effect; potency is read from the fitted curve at half-maximal effect. An excerpt; rates above refer to the full screens.

Structure | 12-LOX inh
COc1cc(C#N)ccc1OCC(=O)c1ccc2ccccc2c1 | 6%
O=C(Cn1c(=O)c(CCC(=O)NC2CC2)nc2ccccc21)Nc1cccc(C(F)(F)F)c1 | 6%
CC(OC(=O)c1cc(=O)[nH]c2ccccc12)C(=O)Nc1ccc(Cl)cc1 (stereo not given) | 8%
Cc1sc2nc(CN3CCOCC3)nc(N(C)CC(=O)Nc3ccc(F)cc3)c2c1C | -3%
CC(=O)N1Cc2ccccc2CC2(CCN(CC3CCOCC3)C2)C1 (stereo not given) | 6%[6.33 µM]
COCCOCc1nc(C2CCCCN2C(=O)Nc2cccc(Cl)c2)no1 (stereo not given) | 45%[activator]
CCOc1ccc(S(=O)(=O)NCCc2sc(-c3cccc(F)c3)nc2C)cc1 | -15%
CC(C)c1ccc(S(=O)(=O)N2CCCC(Cn3cnc4cccnc43)C2)cc1 (stereo not given) | 64%[activator]
C1CNC(c2nc(CCOCC3CC3)no2)C1 (stereo not given) | 50%[activator]
CCCCn1c(O)c(C2=Nc3ccccc3SC(c3ccc(O)cc3)C2)c(=O)[nH]c1=O (stereo not given) | 28µM*
O=C(Nc1ccc(F)cc1)Nc1c(NC2CCCCC2)c2ccccc2oc1=O | 3%
CC(C)C(=O)N1CCCCCCNC(=O)[C@@H]2C[C@@H](C(=O)NCCc3c[nH]c4ccccc34)C[C@@H]21 | 24%
CCCc1noc(-c2ccn3c(CNC(=O)c4ccc5[nH]ccc5c4)nnc3c2)n1 | ?
COC(=O)CN1C(=O)N(CCc2ccccc2)C2(CCN(Cc3ccccn3)CC2)C1=O | 88%[activator]
COc1ccc(-c2nc3c(=O)n(C)c(=O)[nH]c3n2C)cc1 | -3%
CCN(CC)C(=O)c1ncn2c1c(=O)[nH]c1ccccc12 | 3%
Cc1ccc(CN2CCc3nc(C(=O)Nc4nc(C)cs4)oc3CC2)cc1 | 63%[activator][176 µM]
CCCCCCC1CCC(C(=O)Oc2ccc(OCC)cc2)CC1 (stereo not given) | -7%
COc1cc(CN2CCC3(CCCO3)CCC2=O)cc(OC)c1 (stereo not given) | 25%
N#C/C(=C\c1cccc(OC(=O)c2ccccc2Cl)c1)C(=O)Nc1cccc(C(F)(F)F)c1 | ?

Continued; it opens with the 3 that closed the last part.
Structure | 12-LOX inh
CCCCCCC1CCC(C(=O)Oc2ccc(OCC)cc2)CC1 (stereo not given) | -7%
COc1cc(CN2CCC3(CCCO3)CCC2=O)cc(OC)c1 (stereo not given) | 25%
N#C/C(=C\c1cccc(OC(=O)c2ccccc2Cl)c1)C(=O)Nc1cccc(C(F)(F)F)c1 | ?
O=C(COC(=O)Cc1n[nH]c(=O)c2ccccc12)NCC1CCCO1 (stereo not given) | -2%
CC(=O)c1ccc(Nc2ncnc3ccc(Br)cc23)cc1 | -2%
O=C(Cc1c[nH]c2ccccc12)Nc1ccc(Nc2cccnc2)c(-c2cccc(Cl)c2)c1 | ?
CC(=Nc1ccccc1)C1=C(O)C(Cc2ccc(F)cc2)NC1=O (stereo not given) | -21%
COc1ccc(-c2ncn(CCc3ccccc3OC)c2CC(C)C)cc1 | ?
COC[C@@H]1CN(c2ncccn2)C[C@H]1C(=O)O | 41%
NC(=O)C1CCCN(c2nc(-c3cccs3)nc3ccccc23)C1 (stereo not given) | -2%
COc1ccc(C(=O)/C=C/c2ccc(Br)cc2)cc1CSCC(=O)O | ?
CCCNc1nc(-c2cccc(Cl)c2)cs1 | ?
CCC(C)(C)C(=O)NCCc1noc(C2CC2)n1 | 8%

Nothing new here: an excerpt of the list.
Structure | 12-LOX inh
CC(=O)c1ccc(Nc2ncnc3ccc(Br)cc23)cc1 | -2%
O=C(Cc1c[nH]c2ccccc12)Nc1ccc(Nc2cccnc2)c(-c2cccc(Cl)c2)c1 | ?
CC(=Nc1ccccc1)C1=C(O)C(Cc2ccc(F)cc2)NC1=O (stereo not given) | -21%
COc1ccc(-c2ncn(CCc3ccccc3OC)c2CC(C)C)cc1 | ?
COC[C@@H]1CN(c2ncccn2)C[C@H]1C(=O)O | 41%
NC(=O)C1CCCN(c2nc(-c3cccs3)nc3ccccc23)C1 (stereo not given) | -2%

The results go on:
Structure | 12-LOX inh
CCc1noc(-c2cn(C3CCN(C(=O)C(C)Oc4cccc(Cl)c4)CC3)nn2)n1 (stereo not given) | 37%[activator]
COc1ccccc1CN1Cc2[nH]cnc2C[C@H]1c1nc(-c2cccc(C)c2)no1 | 62%[activator][176 µM]
O=C(Nc1ccccc1)C1=C(Nc2ccccc2)CSC1 | -28%
C=CCNC(=O)CCc1c(C)nn(-c2ccccc2)c1Oc1ccccc1 | 49%[activator]
CNC(=O)c1cc2cc(-c3c(C)noc3C)nc(-c3ccc(F)cc3OC)c2o1 | 6%[176 µM]
CCn1c(C(=O)OC)c(NC(C)=O)c2cc(NC(C)Cc3ccccc3OC)cnc21 (stereo not given) | 59%[activator]
CC1(C(=O)NS(=O)(=O)c2ccc(C#N)cc2)CCN1C(=O)Cc1ccc(Cl)cc1Cl (stereo not given) | 4%
CC(Sc1cc(C(=O)NC2CC2)c2ccccc2n1)C(=O)N1CCOCC1 (stereo not given) | ?
COc1ccc(-c2cc(C(=O)NCC(c3ccc(C)o3)N3CCN(C)CC3)no2)cc1 (stereo not given) | -4%
CCN(C(=O)C1CCN(c2nc3ccccc3o2)CC1)c1ccc(F)c(F)c1 | -29%
O=C(O)COc1ccc(-c2nccc3c2C(=O)N(Cc2cccc(C(F)(F)F)c2)CC(COc2ccc4cnccc4c2)O3)cc1 (stereo not given) | 14%
CCCn1c(-c2ccc(Cl)cc2)nc2c(=O)n(C)c(=O)[nH]c21 | 4%
COc1ccc(S(=O)(=O)NC(=O)C2(C)CCN2C(=O)Cc2ccc(C(C)(C)C)cc2)cc1 (stereo not given) | -8%
COc1cc(OC)c2cc(C(=O)NCC(=O)Nc3nc(C)cs3)n(C)c2c1 | 9%
O=C1CCN(C(=O)CCc2ccccc2)CCCCCCN1 | 47%[activator]
CCc1ccccc1NC(=O)COc1ccc(NC(=O)C2CC2)cn1 | 2%
COc1ccc(C)cc1-n1c(SCC(=O)N2CCOCC2)nc2ccccc2c1=O | 5%
Cc1ccsc1C(=O)N1CCC(n2cc(-c3nc(C4CC4)no3)nn2)C1 (stereo not given) | -4%
N#Cc1ccc(NCCCNc2ccc(C#N)cn2)nc1 | 30%
CCCCN(C(=O)c1cccnc1OCC)c1c(N)n(Cc2ccccc2)c(=O)[nH]c1=O | 8%
CCc1cc(=O)n(Cc2cccnc2)c(N2CCOCC2)n1 | 38%[activator]
Cc1ccc(F)c(OCC(=O)c2ccc3c(c2)N(C(C)C(=O)NCc2ccco2)C(=O)CO3)c1 (stereo not given) | 1%
Cc1nn(C)c2c1NC(=O)CS2 | -4%
CCC(C)NC(=O)C(NC(=O)c1cccc(OC)c1)C1CCN(C(=O)C2CC2)CC1 (stereo not given) | 39%[activator]
Cc1ccc(NC(=O)N2C[C@H](c3nc(-c4ccncc4)no3)[C@@H](C)C2)cc1C | 29%
CCN(CC)c1ncnc2c1ncn2[C@H]1CN(Cc2ccco2)C[C@@H](CO)O1 | 6%
COc1ccccc1CN1CCC2(CCCN(C3CCOCC3)C2=O)C1 (stereo not given) | 32%[activator]
Cn1ncc(N2CCC(CNC(=O)c3cccc4ccnn34)C2)cc1=O (stereo not given) | 26%
COc1cc(F)ccc1-c1cc2c(ccn2Cc2ccncc2)c(N2CCOCC2)n1 | 1%[176 µM]
COc1ncccc1-c1cnc2[nH]cc(CC(=O)N3CCOCC3)c2c1 | 33%[activator][176 µM]
CCN1C(=O)C2(CC(=O)Nc3[nH]ncc32)c2ccccc21 (stereo not given) | 3%
CC(=O)NC(NC(C)=O)c1cccc(Oc2ccccc2)c1 | -19%
CCOc1ccc(C2Cn3nnc(-c4nc(-c5cccnc5)no4)c3CO2)cc1 (stereo not given) | 4%
O=C(Nc1nnc([C@H]2C[C@H](O)[C@@H](CO)O2)s1)Nc1ccccc1C(F)(F)F | 1%
COCCNc1nc2c([S+](=O)([O-])c3cccnc3)nnn2c2ccccc12 | 2%[6.33 µM]
CC1Cc2[nH][nH]c(=O)c2C(C2CCCC2)O1 (stereo not given) | 164%[activator]
C=CCN(C)C(=O)C[C@@H]1c2nc(NC(=O)Cc3ccc(OC)cc3)sc2C[C@@H]2[C@](C)(CO)[C@H](O)CC[C@]21C | -8%
O=C(CCc1ncc(-c2ccc(F)cc2F)o1)Nc1ccc2c(c1)C(=O)NC2 | 3%
COCc1ccc(C(=O)N2CCC(c3[nH]ncc3-c3ccccc3)CC2)o1 | 51%[activator]
CCOC(=O)c1cnc2c(OC)cccc2c1Nc1ccc(C)cc1 | ?
CC1=C(C(=O)N(C(C)C)C(C)C)CC(CC(=O)NC2CCCC2)C(=O)N1Cc1ccc(C(C)(C)C)cc1 (stereo not given) | -10%
O=C(Cc1cccs1)Nc1ccc2c(c1)OCCCO2 | ?
COc1ccc(Cn2c(CO)cnc2SCC(=O)NCc2ccc(F)cc2)cc1 | 5%
COc1ccc(NC(=O)N(C)C[C@@H]2OCc3cnnn3CCCC(=O)N([C@@H](C)CO)C[C@@H]2C)cc1 | -3%
O=C(C1CCN(c2cnn(Cc3ccccc3)c(=O)c2)C1)N1CCc2ccccc2C1 (stereo not given) | ?
O=C(NC1CCCCC1)N[C@H]1[C@H](O)[C@@H](Sc2ccccc2)[C@@H]2OC[C@H]1O2 | -2%[176 µM]
CCCCCC(=O)N1C[C@H](O)[C@@H](n2cc(COC(=O)c3ccccc3)nn2)C[C@@H]1c1ccc(Cl)cc1 | -27%
Cn1c(=O)c2nc(SCC(=O)Nc3ccc(F)cc3)n(C)c2n(C)c1=O | 9%
CCN1CCN(CCCN2CC3(CCN(Cc4ncc[nH]4)CC3)OC2=O)CC1 | -10%
Cc1ccc(C)c(-c2nc3ccccc3c(C(=O)O)c2C)c1 | ?

(continued)
Structure | 12-LOX inh
CC(=O)c1ccc(S(=O)(=O)N2CCC(C(=O)Nc3nc4c(s3)CCC4)CC2)cc1 | 7%
O=C(NC1CCN(Cc2ccccc2)CC1)c1cc2c(s1)CN(C1CCCC1)C2 | 172%[activator]
COCCN1Cc2[nH]nc(-c3ccccc3)c2CC1=O | -5%[176 µM]
O=C1CCC2(CNC(=O)c3ccsc3)CCC=C2N1 (stereo not given) | 19%
CCc1nc2c(=O)n(CC(=O)NCc3cccc(Cl)c3)nc(C)c2s1 | -15%
CCCCCCCCN1C(=O)[C@H](CC(=O)NCCc2ccccc2OC)C[C@@]2(C(=O)OC)CCCCC=C12 | -11%
COC(=O)c1cc2c(c3c4cc(F)ccc4n(S(=O)(=O)c4cccc(C)c4)c13)C(=O)N(C)C2 | -9%
COc1ccc(-c2csc(C(NC(C)=O)c3ccccc3)n2)cc1 (stereo not given) | -1%
Cc1ccccc1C(CC(=O)N1CCSCC1)c1ccccc1 (stereo not given) | 51%[activator]
CC(=O)C(C(C)=O)C(NC(=O)c1ccc(C)cc1)(C(F)(F)F)C(F)(F)F | 45%[activator]
O=C(c1ccccc1F)N(Cc1cc2cc3c(cc2nc1N1CCOCC1)CCC3)CC1CCCO1 (stereo not given) | 7%
Cc1ccc(S(=O)(=O)N2C[C@H]3[C@H]4C(=O)N(c5ccccc5)C(=O)[C@H]4C[C@H](OC(=O)NCc4ccccc4)[C@@]3(O)C2)cc1 | ?
COCCOC1CCOC2(CCN(C(=O)c3n[nH]c4ccccc34)CC2)C1 (stereo not given) | 11%
O=C(CCc1nc2ccccc2[nH]1)NC1CCSc2c(F)cccc21 (stereo not given) | 43%
Oc1ccc(C[C@H]2CN([C@@H](Cc3ccc(O)cc3)CN3CCC[C@@H]3CN3C(=S)NC[C@@H]3Cc3ccccc3)C(=S)N2CCc2ccccc2)cc1 | -23%
O=C(NC1CCCCC1)N1CCCC(c2nn[nH]n2)C1 (stereo not given) | 8%
O=C(c1cccc2cnccc12)N1CCC2(CC1)Nc1ccccc1NC2=O | 22%
Cc1oc(-c2cccs2)nc1CC(=O)N(C)Cc1ccccc1 | 3%
COCCCNC(=O)N1CC[C@H]2C(=O)NCCCCCCN(Cc3ccncc3)[C@@H]2C1 | 74%[activator]
O=C(NCc1ccccc1)c1ccc(-c2csc(C3CC3)n2)cc1 | -9%
Cc1ncc2n1C(=O)N(C1CCN(Cc3ccncc3)CC1)C2 | 19%[176 µM]
COc1ccc2[nH]c(=O)c(CN(C3CCCCC3)S(=O)(=O)c3ccccc3)cc2c1 | ?
CCC1CN(C(=O)c2cc(F)ccc2OC)CCC(=O)N1Cc1ccccc1 (stereo not given) | 13%
COCCNC(=O)c1coc(CN2CCN(C/C=C/c3ccccc3)CC2)n1 | 10%
NC(=O)c1ccc2c(c1)C1(CCN(CC3CC3)C1)CN2Cc1ccccc1 (stereo not given) | 24%[176 µM]
O=C1c2ccccc2NC(c2cnc3ccccc3n2)N1c1ccccc1 (stereo not given) | -14%
COc1ccc(C2CC(=O)CCN2S(=O)(=O)c2ccc(F)cc2)cc1 (stereo not given) | -13%
O=C1NCCCCCCN(Cc2ccncc2)[C@@H]2CN(S(=O)(=O)c3cccnc3)CC[C@@H]12 | 64%[activator]
Cc1cc(C)c(C#N)c(SCc2cc(=O)oc3ccc(O)cc23)n1 | -76%
CCCCN(C)C(=O)CC1CCN(c2ccnc(OC)n2)CC1 | 23%
O=C(NC1CCCC1)C1CCC(Cn2cnnn2)CC1 (stereo not given) | 48%
CCCCCn1nc(C(=O)Nc2ccccc2C(C)=O)c2ccccc2c1=O | 1%
